# Pf Dd2 growth – Plasmodium falciparum Dd2 growth inhibition. P. falciparum Dd2 growth, SYBR Green, 72 h. Potency, µM (series often up to 28.9 µM), for the others: at the highest dose activity, negative = inhibition, hits mostly inhibitors. actives 4.3% (n = 120,000); active = well fitted inhibition curve with a large enough effect; inconclusive = small, poorly fitted or top-dose-only effect; inactive = no such curve, though single readings can be large or run the other way;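 note: plate controls were DMSO vehicle for no effect and reference drug for full effect; nearly all actives have a fitted effect of over 65% in size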
#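 Readout: SYBR Green fluorescence, 485 nm excitation, 535 nm emission, after ~16 h lysis at 37C. Before that, Dd2-infected red cells (2.5% hematocrit) grew 72 h with compound, 29 uM top final concentration.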
# Starred values were filed as active, the others as inactive; i = inactive; u = inconclusive; [ ] = dose if it differs, or a comment. Potency is the fitted concentration of half-maximal effect. Only part of the results is shown, so the mix of outcomes need not match the whole.
Structure	Pf Dd2 growth
CC(C)CCN1C(=O)CC[C@]2(C(=O)NCc3cccs3)CCCC[C@@H]12	-1%
CC(C)c1ccc(NC(=O)c2ccc3c(c2)CCCN3S(C)(=O)=O)cc1	-3%
N#Cc1ccc(S(=O)(=O)N2CCc3n[nH]c(=O)n3CC2)cc1	42%[activator]
COc1ccccc1C(=O)N1CCC2(CC1)c1nccn1-c1ccccc1CN2CC(C)C	0.89µM*
Cn1cc(-c2cnc3n[nH]c(-c4ccc5c(c4)OCO5)c3n2)cn1	u
CN(C)C[C@@H]1CN(C)C[C@H]1NC(=O)c1ccc(Cn2ccnc2)o1	-6%
CC(=O)Oc1c(-c2ccc(NC(=O)C(C)C)cc2)c(-c2ccc(F)cc2)nn1-c1ccc(F)cc1	-14%
COc1ccc(Nc2c3c(nc4nncn24)CCC3)cc1Cl	i
CCc1ccccc1NC(=O)Cn1c(N2CCC(C)CC2)nc(C)cc1=O	u
Cc1cc(C)cc(-n2ccn3cnnc3c2=O)c1	8%
O=C(CCc1ccc2c(c1)OCO2)N[C@H](c1ccccn1)C1CC(O)C1 (stereo partly specified)	6%
O=C(Cn1nc2c(cc1=O)CCCC2)NCCn1cnc2ccccc2c1=O	-12%
O=C(N[C@@H]1C[C@H](Cn2cc(C3CC3)nn2)[C@@H](O)[C@H]1O)c1cncnc1	i
COCCCNC(=O)C1c2ccccc2C(=O)N(CC(C)C)C12CCCCC2 (stereo unspecified)	-8%
CCOc1cc(CNC(=O)C2CCN(c3nc4ccccc4[nH]3)CC2)cc(OCC)c1OCC	29%
CN(C)c1ccc(C(=O)N[C@H]2CO[C@H]3[C@@H]2OC[C@@H]3Nc2nccc(-c3cccs3)n2)cc1	i
COc1ccc(OC)c(S(=O)(=O)Nc2nc3c(s2)C[C@]2(C)CC[C@@H]4[C@H](OC(=O)[C@H]4C)[C@H]2[C@@H]3C)c1	-18%
O=[S+]([O-])(c1cccs1)N1CCC2(CC(c3cccnc3)=NO2)C1 (stereo unspecified)	-2%
COc1ccc(CNC(=O)CN2C(=O)COc3ccc(S(=O)(=O)N4CCCCCC4)cc32)cc1	5%
CC(C)NC(=O)CCc1cc2n(n1)CCN(Cc1cc(=O)[nH]c(=O)[nH]1)C2	-14%

# Fetched by structure from the entries so far (two):
Structure	Pf Dd2 growth
CC(=O)Oc1c(-c2ccc(NC(=O)C(C)C)cc2)c(-c2ccc(F)cc2)nn1-c1ccc(F)cc1	-14%
O=[S+]([O-])(c1cccs1)N1CCC2(CC(c3cccnc3)=NO2)C1 (stereo unspecified)	-2%

# The listing continues:
Structure	Pf Dd2 growth
Cc1nc(-c2cccc(NC(=O)Nc3ccccc3C(F)(F)F)c2)no1	13%
COc1ccccc1C(=O)N1CCCC2(C1)C(=NC1CCCCC1)NC(=O)N2c1cc(F)cc(F)c1 (stereo unspecified)	u
COc1ccccc1CC(=O)NC1CCN(c2cc(-c3ccccc3)[nH]n2)C1 (stereo unspecified)	u
Cc1cccc(CN2C(=O)C3(CCOCC3)CC2c2nnnn2C(C)(C)C)c1 (stereo unspecified)	4%
Cc1ccc(C)c(NC(=O)Cn2cc(S(=O)(=O)c3ccc(F)cc3)c(=O)c3cc(F)ccc32)c1	19%
COC(=O)c1ccc(CN2C(=O)[C@@H]3C[C@@H](O)CN3C3(CNC3)C2=O)cc1	8%[44.1 µM]
O=C(C[C@@H]1O[C@H](CNCc2ccc(F)cc2)[C@@H](O)[C@H]1O)NCCN1CCOCC1	43%[activator][44.1 µM]
O=C1CCN(C(=O)C2(c3ccccc3)CC2)CCCOCCN1	u
CNC(=O)c1[nH]nc2c1C(c1cc(OC)ccc1-n1cccn1)CC(=O)N2 (stereo unspecified)	u
Cc1c(Cl)cccc1NC(=O)CCN1C(=O)c2ccccc2Sc2ncccc21	-17%
CN1CCCN(S(=O)(=O)c2cccc(Br)c2)c2ccccc21	u
CCOc1ccc(NC(=O)CSc2ncc(S(=O)(=O)c3ccc(F)c(C)c3)c(=O)[nH]2)cc1	-3%
Cc1ccc(C)c(NC(=O)CN(Cc2ccccc2)S(=O)(=O)c2ccc3nc(C)sc3c2)c1	-13%
COc1ccc(-c2noc(CC(=O)Nc3ccc(Br)cc3C)n2)cc1	27%
COc1ccc(NC(=O)CCc2c(C)nn(-c3ccc(N4CCCC4)nn3)c2C)cc1Cl	-16%
CCCS(=O)(=O)N1CCCC1c1noc(CCC(=O)N2CCN(C)CC2)n1 (stereo unspecified)	-22%
Cc1ccc(Nc2c(-c3ccc(Cl)cc3)nc3sccn23)c(C)c1	i
Cc1nc2c(c(-c3ccc(Cl)cc3)n1)CN([S+](=O)([O-])c1ccsc1)CC2	i
COC1C(=O)N(CC2CC2)C12CCN(C(=O)C1CCOCC1)CC2 (stereo unspecified)	10%
Cc1ccc(NC(=O)Cn2c(-c3cnccn3)nc(C)c(CCO)c2=O)cc1	-2%

# 21 compounds already listed, sorted by formula weight, largest number first.
Structure	Pf Dd2 growth
COc1ccc(OC)c(S(=O)(=O)Nc2nc3c(s2)C[C@]2(C)CC[C@@H]4[C@H](OC(=O)[C@H]4C)[C@H]2[C@@H]3C)c1	-18%
COc1ccccc1C(=O)N1CCCC2(C1)C(=NC1CCCCC1)NC(=O)N2c1cc(F)cc(F)c1 (stereo unspecified)	u
COc1ccc(CNC(=O)CN2C(=O)COc3ccc(S(=O)(=O)N4CCCCCC4)cc32)cc1	5%
Cc1ccc(C)c(NC(=O)CN(Cc2ccccc2)S(=O)(=O)c2ccc3nc(C)sc3c2)c1	-13%
CC(=O)Oc1c(-c2ccc(NC(=O)C(C)C)cc2)c(-c2ccc(F)cc2)nn1-c1ccc(F)cc1	-14%
CCOc1cc(CNC(=O)C2CCN(c3nc4ccccc4[nH]3)CC2)cc(OCC)c1OCC	29%
COc1ccccc1C(=O)N1CCC2(CC1)c1nccn1-c1ccccc1CN2CC(C)C	0.89µM*
Cc1c(Cl)cccc1NC(=O)CCN1C(=O)c2ccccc2Sc2ncccc21	-17%
O=C(C[C@@H]1O[C@H](CNCc2ccc(F)cc2)[C@@H](O)[C@H]1O)NCCN1CCOCC1	43%[activator][44.1 µM]
COCCCNC(=O)C1c2ccccc2C(=O)N(CC(C)C)C12CCCCC2 (stereo unspecified)	-8%
CC(C)c1ccc(NC(=O)c2ccc3c(c2)CCCN3S(C)(=O)=O)cc1	-3%
CCc1ccccc1NC(=O)Cn1c(N2CCC(C)CC2)nc(C)cc1=O	u
Cc1nc(-c2cccc(NC(=O)Nc3ccccc3C(F)(F)F)c2)no1	13%
COC(=O)c1ccc(CN2C(=O)[C@@H]3C[C@@H](O)CN3C3(CNC3)C2=O)cc1	8%[44.1 µM]
O=C(CCc1ccc2c(c1)OCO2)N[C@H](c1ccccn1)C1CC(O)C1 (stereo partly specified)	6%
O=[S+]([O-])(c1cccs1)N1CCC2(CC(c3cccnc3)=NO2)C1 (stereo unspecified)	-2%
COC1C(=O)N(CC2CC2)C12CCN(C(=O)C1CCOCC1)CC2 (stereo unspecified)	10%
CN(C)C[C@@H]1CN(C)C[C@H]1NC(=O)c1ccc(Cn2ccnc2)o1	-6%
N#Cc1ccc(S(=O)(=O)N2CCc3n[nH]c(=O)n3CC2)cc1	42%[activator]
COc1ccc(Nc2c3c(nc4nncn24)CCC3)cc1Cl	i
Cc1cc(C)cc(-n2ccn3cnnc3c2=O)c1	8%

# (more compounds)
Structure	Pf Dd2 growth
CC(=O)c1ccc(N2CCN(c3nc4ccccc4c4nc(-c5cccc(C)c5)nn34)CC2)cc1	13%
COc1cccc(N2C(=O)[C@@H]3C[C@@H](NC(=O)c4snnc4C)CCN3C2=O)c1	-13%[44.1 µM]
O=C(N1CCN(Cc2ccccc2)CC(O)C1)C1(N2CCCC2)CCCC1 (stereo unspecified)	4.5µM*
CCCS(=O)(=O)N1CCc2nnc(C3CC3)n2CC1	-3%
Cc1ccc(C(=O)c2cn(Cc3ccccc3)c3cc4c(cc3c2=O)OCCO4)cc1	i
COc1ccc2[nH]c3c(c2c1)CCN(C)C31CCN(C(=O)c2cccs2)CC1	i
COc1cccc(CNC(=O)CN2C(=O)N(c3cccc(Cl)c3)S(=O)(=O)c3ccccc32)c1OC	-5%
COc1ccc(C(=O)N2CCC3(CCC3OC)CC2)cn1 (stereo unspecified)	10%
CCOCCOC1CCN(C(=O)c2ccc3[nH]ccc3c2)CC1	-13%
O=C(CSc1ncc(S(=O)(=O)c2ccc(Br)cc2)c(=O)[nH]1)Nc1ccc2c(c1)OCCO2	41%
O=C(CNC(=O)c1ccc(F)cc1)OCc1cc(=O)n2nc(C3CC3)sc2n1	-12%
O=C(c1ccn[nH]1)N1CCCCC1c1nc(CCOCC2CCCC2)no1 (stereo unspecified)	i
COc1cccc(OCC(=O)NCCS(=O)(=O)N2CCN(c3ccccc3F)CC2)c1	15%
CCCS(=O)(=O)N1CCC(N2CC(OCCOC)C23CCCCC3)CC1 (stereo unspecified)	u
Cc1cc(C)cc(-n2c(C)nc3cc(C(=O)NCc4ccc(F)cc4)ccc32)c1	64%[activator]

# Screening data (PubChem BioAssay)
